Lipid storage S3: qHTS Assay for Lipid Storage Modulators in Drosophila S3 Cells; Drosophila S3 cells, BODIPY lipid droplet fluorescence, 18-24 h; cells fed with added oleic acid; lipid storage change, negative = inhibition, % at the top dose, mostly 46.1 µM; hits show Potency in µM; actives 0.64% (n = 320,000); active = well fitted inhibition curve with a large enough effect in the signal ratio, with a control signal flat, not every such curve was filed as active; inconclusive = small, poorly fitted or top-dose-only effect, or effect the other way, or a change in a side signal; the % refers to the signal ratio
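Drosophila S3 cells loaded with oleic acid (400 uM, as added) and compounds at several concentrations; lipid droplets imaged by 488-nm laser-scanning cytometry, 500–530 nm intensity and object ratio to cell channel. Percent activity normalized to 20 uM Triacsin C.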
Lipid storage S3 cell count max: further read-out of Lipid storage S3, marked with its call; cell number change, %; measured here: cell count max response;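 cells counted by Cell Tracker Red CMTPX staining in the red channel; peak over a dose series mostly up to 46.1 µM; percent activity relative to internal control wells on each plate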
Starred values were filed as active, the others as inactive; i = inactive; ? = inconclusive; . = no result given; [ ] = dose if it differs, or a comment. % is scaled to controls: 0 for no effect and ±100 for the full control effect; potency is read from the fitted curve at half-maximal effect.

SMILES	Lipid storage S3	Lipid storage S3 cell count max
Cc1ccc(NC(=O)Cn2ncc(Cl)c(Cl)c2=O)cc1S(=O)(=O)N1CCCCC1	?	.
CCOC(=O)C(NC(=O)c1cccc(Cl)c1)(Nc1nnc(C)s1)C(F)(F)F (stereo not drawn)	16.2%	15.0
CC(C)OCCCNC(=O)c1sc(=S)n(C)c1N	-1.2%[9.22 µM]	7.4
COc1ccc(C(=O)N=C2SC3CS(=O)(=O)CC3N2c2ccc(C(C)=O)cc2)cc1 (stereo not drawn)	i	.
O=C(OC1CCOC1=O)c1cc(Cl)ccc1[N+](=O)[O-] (stereo not drawn)	i	17.9
COc1cccc(OC)c1C(=O)NC(=S)NCc1ccco1	?	.
CCN(CC(=O)Nc1c(F)cccc1F)C(=O)CNC(=O)c1ccc2c(c1)OCO2	?	.
Cc1csc2nc(O)c(C(=O)NCC3CCCO3)c(=O)n12 (stereo not drawn)	?	.
CC(OC(=O)c1ccc2c(c1)C(=O)N(Cc1ccncc1)C2=O)C(=O)Nc1cccc(Cl)c1Cl (stereo not drawn)	-13.9%	5.1
COc1ccc(S(C)(=O)=O)cc1S(C)(=O)=O	?	.
COc1ccccc1N=C1SCC(=O)N1Cc1ccco1	-8.2%	2.2
OC(CN1CCN(c2ccccc2)CC1)c1ccc2c(c1)CCN2 (stereo not drawn)	-3.7%	14.6
CC(=O)c1cc(C#N)c(NCCCN(C)C)nc1C	?	.
N#Cc1ccc(C(=O)Nc2ccn(-c3ccccc3)n2)cc1	?	.
CC1CCCC(NC(=O)COC(=O)Cc2c[nH]c3ccccc23)C1C (stereo not drawn)	?	.
COc1ccc(NC(=O)C2CC(=O)N(c3ccccc3C)C2)c(OC)c1 (stereo not drawn)	?	.
Cc1ccc(S(=O)(=O)N(CC(=O)NCC2CCCO2)Cc2cccc(C)c2)cc1 (stereo not drawn)	?	.
COc1cc(/C=C2\SC(N)=NC2=O)ccc1OCC(=O)Nc1ccc(C)cc1	7.8%	-1.3
CC1(C)Cc2cccc(OCC(=O)Nc3ccccc3C(F)(F)F)c2O1	-6.6%	0.2
O=C(Cn1ccc2ccccc2c1=O)NCC(=O)N1CCN(c2ccc(F)cc2)CC1	?	.
CC(=O)c1ccc(OCC(=O)c2cc(C)n(-c3ccc4c(c3)OCO4)c2C)cc1	?	.
O=C(Cc1coc2ccc3ccccc3c12)N1CCN(c2ncccn2)CC1	?	.
C#CCOCCOCCOCCNc1nc(N2CCN(C(=O)[C@H](CCC(=O)O)n3cc(C(N)[C@H](C)CC)nn3)CC2)nc(N2CCN(C(=O)[C@H](Cc3cc4ccccc4[nH]3)n3cc(C(N)[C@H](C)CC)nn3)CC2)n1 (stereo partly drawn)	-6.4%	0.3
Cc1ccc2cc3c(N)c4c(C)ccc(C)c4nc3nc2c1	?	.
Cc1ccc(-c2ccccc2)n1-c1ccc(C(=O)O)cc1	?	.
FC(F)(F)c1nnc(Nc2ccc(Cl)cc2)s1	?	.
CCOC(=O)N1CCN(c2ccnc3cc(Cl)ccc23)CC1	?	.
CC(C)c1ccc(NC(=S)N(C)CCc2ccccn2)cc1	?	.
Cc1ccc2c(CN3CCN(S(=O)(=O)c4ccc5c(c4)OCCO5)CC3)cc(=O)oc2c1C	?	.
CSCCNC(=O)c1ccc2nc(C3CCCCC3)oc2c1	i	-0.3
Cc1cc(C)n2c(=O)c3ccc(Cl)cc3nc2c1C#N	4.7%	.
O=C(c1cccs1)N1CC=C(c2ccccc2)CC1	?	.
O=C(CCCc1ccccc1)NCc1cccnc1	?	.
Cc1cc(=O)oc(C)c1C(=O)Nc1ccc2nsnc2c1	?	.
COc1ccc(C(c2nnnn2CC2CCCO2)N2CCN(c3ccccc3)CC2)cc1 (stereo not drawn)	-13.9%	-22.9
Cc1cc2ccccn2c1C(=O)Nc1ccccc1	?	.
COc1ccc(CC(=O)NC2CC2)cc1OC	i	20.4
O=C(NN1C(=O)C2C3c4ccccc4C(c4ccccc43)[C@@H]2C1=O)c1ccccc1 (stereo partly drawn)	-3.0%	-8.8
COc1ccccc1N1C(=O)c2cccc3c(Cl)ccc(c23)C1=O	-22.1%	-9.9
O=c1[nH]c(N2CCCCC2)nc2c1CCCC2	?	.
Cc1onc(C(=O)Nc2ccccc2C(F)(F)F)c1[N+](=O)[O-]	?	.
NNC(=O)c1nnn(-c2nonc2N)c1CN1CCCC1	12.4%	3.9
CCOC(=O)c1sc2nccc(OC)c2c1N=CNOC	?	.
CCCc1cc(=O)oc2c3c(c4c(c12)OC(C)(C)C=C4)OC(C)C(C)C3O (stereo not drawn)	?	.
CCOC(=O)c1cc2c(=O)n3cccc(C)c3nc2n(Cc2ccco2)c1=NC(=O)c1cccnc1	?	.

No new results follow: three of the compounds above.
SMILES	Lipid storage S3	Lipid storage S3 cell count max
Cc1cc(=O)oc(C)c1C(=O)Nc1ccc2nsnc2c1	?	.
COc1ccc(C(c2nnnn2CC2CCCO2)N2CCN(c3ccccc3)CC2)cc1 (stereo not drawn)	-13.9%	-22.9
Cc1cc2ccccn2c1C(=O)Nc1ccccc1	?	.

Later entries
SMILES	Lipid storage S3	Lipid storage S3 cell count max
CCn1c(SCc2ccc(F)cc2)nc2ccccc2c1=O	?	.
COc1ccnc(Oc2ccc(F)cc2)c1C#N	11.9%	8.7
O=C(c1cccc(F)c1)N1CCC(O)(c2cccnc2)CC1	-2.5%	.
CCc1cccc(NS(=O)(=O)c2ccc3c(c2)oc(=O)n3C)c1	-9.4%	-18.2
O=C(O)COc1ccccc1/C=C1\SC(=S)N(NC(=O)c2ccccc2O)C1=O	?	.
O=C(CSc1nnc(-c2ccccc2)c2ccccc12)NCC1CCCO1 (stereo not drawn)	18.5%	15.4
Cc1ccc(-n2cc[nH]c2=S)c(C)c1	?	.
NC(=O)NCc1cccs1	?	.
CCOc1ccc(C(=O)CN2CCN(S(=O)(=O)c3ccc(OC)cc3)CC2)cc1	?	.
CCOCCc1nnc(NC(=O)CN2C(=O)c3ccccc3C2=O)s1	i	-3.2
CC1CCN(C(=O)c2[nH]cnc2C(=O)NCC(=O)OCc2ccccc2)CC1	i	12.3
CNc1nc(NCc2ccccc2)nc(N)c1[N+](=O)[O-]	-9.7%	-3.0
CSc1nc2ccccc2cc1/C=C(\C#N)c1ccccc1	?	.
C=CCOc1c(CNc2cccc(C(=O)O)c2)cccc1OCC	-4.7%	-4.2
O=C(NCc1ccc(F)cc1)C1CCN(S(=O)(=O)c2cccc3nonc23)CC1	i	21.4
CCC(=O)c1ccc(OCC(O)CNCCc2ccc(Cl)cc2)cc1 (stereo not drawn)	1.0%	-29.9
O=C1CC(N2CCC(Cc3ccccc3)CC2)C(=O)N1CCc1ccccc1 (stereo not drawn)	3.7%	18.3
CCc1nc2sc3ccccc3c(=O)c2c(=O)n1Cc1ccco1	8.0%	-5.9
O=S(=O)(N1CCCCC1)N1CCN(CC(O)COc2ccc3cc(Br)ccc3c2)CC1 (stereo not drawn)	?	.
Cc1ccc(C(=O)Oc2cc(N)n(S(=O)(=O)c3ccc(C)cc3)n2)cc1	-8.5%	-17.2
O=S(=O)(NCCC1=CCCCC1)c1ccc(OC(F)(F)F)cc1	?	.
COc1ccc(-n2nc(C(=O)NCC(=O)NCc3ccco3)c3ccccc3c2=O)c(OC)c1	?	.
CN(C)S(=O)(=O)N1CCN(c2ccc([N+](=O)[O-])c(N3CCOCC3)c2)CC1	i	-11.5
CCn1c(CCCNC(=O)c2ccc(F)cc2)nc2ccccc21	?	.
CC(C)(C)NC(=O)C(c1cccs1)N(Cc1cccs1)C(=O)c1ccc(CN2CCOCC2)o1 (stereo not drawn)	?	.
COC1(OC)N=C(N)C2(C#N)C(c3ccc4c(c3)OCO4)C12C#N (stereo not drawn)	6.3%	13.1
CCN1C(=O)c2cccc3c(NC(=O)C4CCCCC4)ccc1c23	13.7%	-16.5
CCCCOc1ccc(NC(=O)c2cnc(C)cn2)cc1	-4.7%	-0.7
CC1CN(S(=O)(=O)c2cccc3nsnc23)CC(C)O1 (stereo not drawn)	2.4%	0.4
Cc1cc(C)cc(NC(=O)CSc2nc(=O)n(CCCN3CCOCC3)c3c2CCCC3)c1	?	.
CCCn1c(=O)c2ccccc2n2c(SCC(=O)Nc3cc(C)on3)nnc12	?	.
Cc1nn(Cc2ccc(C(=O)N3CCCC3)o2)c(C)c1[N+](=O)[O-]	-4.7%	-12.2
Nc1ccc(C(=O)OCC(=O)Nc2ccc3c(c2)OCO3)cc1[N+](=O)[O-]	?	.
O=Cc1ccc(-c2ccc(C(=O)O)cc2)o1	?	.
CC(C)CNC(=O)c1c2c(nc3ccccc13)-c1ccccc1CC2	-0.6%	27.4
COc1ccc(NC(=O)CCNS(=O)(=O)c2cccc(C(C)=O)c2)cc1S(N)(=O)=O	?	.
O=C(Nc1cc(C(F)(F)F)ccc1Cl)c1cc(C2CC2)on1	?	.
COc1ccc(C(=O)COC(=O)c2sc(C)nc2C)cc1Cl	?	.
COC(=O)c1ccccc1C(=O)N1CCCC(C(=O)c2cc(F)ccc2F)C1 (stereo not drawn)	-0.5%	-1.6
CCCC(=O)Nc1nnc(-c2cccc(OCC)c2)s1	16.6%	-4.0
O=C(NCc1ccccc1F)c1cc(=O)[nH]c2ccccc12	?	.
O=C(NCC1CCCO1)c1cccc(S(=O)(=O)NCc2ccccc2)c1 (stereo not drawn)	?	.
Cc1[nH]n(-c2ccccc2)c(=O)c1C=Nc1ccc(S(=O)(=O)N(C)C)cc1	?	.
COc1ccc(-c2cc(C3CCN(CC(O)C(F)(F)F)CC3)[nH]n2)cc1 (stereo not drawn)	12.6%	-0.5
c1ccc(C2=Nc3c(ccc4ccccc34)C(c3ccncc3)=NN2)cc1	?	.

Some values from the list.
COC(=O)c1ccccc1C(=O)N1CCCC(C(=O)c2cc(F)ccc2F)C1 (stereo not drawn) in Lipid storage S3: -0.5%
CCCC(=O)Nc1nnc(-c2cccc(OCC)c2)s1 in Lipid storage S3 cell count max: -4.0

(further entries)
SMILES	Lipid storage S3	Lipid storage S3 cell count max
CN(CC(=O)Nc1ccccc1Cl)C(=O)c1ccc(COc2ccccc2)cc1	?	.
Cc1cccc(NC(=O)CCC(=O)N/N=C/c2ccc(O)cc2O)c1	i	-3.3
Cc1ccccc1-c1nc(CS(=O)(=O)CC(=O)N2CCOCC2)c(C)o1	-1.2%	7.6
COc1ccc(-c2noc(N3CCC(C(=O)Nc4cccc(OC)c4)CC3)n2)cc1	?	.
O=C(NCCc1ccccc1)c1cc(-c2ccc3c(c2)OCO3)on1	?	.
O=C(Cc1cc(=O)[nH][nH]1)N/N=C/c1cccc(Cl)c1Cl	?	6.6
COC(=O)c1cc(-c2cccc(OC)c2)n[nH]1	3.1%	-11.1
NS(=O)(=O)c1ccc(NC(=S)NCc2ccccc2Cl)cc1	-3.0%	7.8
O=C(NC(CC(=O)N1CCN(c2ccccc2)CC1)c1ccccc1)c1ccccc1Cl (stereo not drawn)	?	.
O=C(c1ccco1)N1CCN=C1SCc1cccc(F)c1	18.1%	17.3
Cn1c(=O)c(=O)n(C)c2cc(S(=O)(=O)N3CCCC3C(=O)NCc3cccnc3)ccc21 (stereo not drawn)	?	.
Cn1c(SCC(=O)NNC(=S)Nc2ccccc2)nnc1-c1ccccc1	-11.5%	1.4
CCCC[n+]1ccn(-c2nc3ccccc3nc2[N-]S(=O)(=O)c2cccs2)c1	5.5%	-8.0
C=C(C)c1cccc(C(C)(C)NC(=O)Nc2ccc(OC)nc2)c1	-15.4%	.
O=C(NC(=S)Nc1ccc(S(=O)(=O)Nc2nccs2)cc1)C1CC1	3.2%	29.6
O=C(NNC(=O)c1csc(-c2cccnc2)n1)c1ccccc1	-0.4%	5.1
Cc1cc(C(=O)N=Nc2c(O)n(C(C)C)c3ccccc23)n[nH]1	0.2%	-9.1
CCc1cc(=O)[nH]c(SCC(=O)N2CCC(Cc3ccccc3)CC2)n1	?	.
O/C(=C\c1ccc2ccccc2n1)c1ccncc1	?	.
C/C(=N/NC(=S)Nc1ccccc1)c1ccc2c(c1)OCO2	1.4%	1.1
CN(C)S(=O)(=O)c1cccc(NC(=O)c2n[nH]c(=O)c3ccccc23)c1	?	.
O=C(CN1CCN(C(=O)CNC(=O)c2ccc3c(c2)OCO3)CC1)Nc1ccccc1Cl	5.2%	2.8
CCN(CC)C(=O)NCc1c(C)cc(C)cc1C	?	.
COc1cc2c(cc1OC)CN(CC(=O)Nc1cccc(C)c1)CC2	-4.7%	14.7
CCCCn1c(C)cc(C)c(S(=O)(=O)c2ccccc2C)c1=O	i	27.2
COc1ccc(NC2c3ccccc3C(=O)N2c2ccccn2)cc1 (stereo not drawn)	-3.1%	1.3
O=C(O)c1ccc(N2C(=O)c3cccc4cccc(c34)C2=O)cc1	i	-6.6
O=C(NCCCNCCCNC(=O)c1ccccn1)c1ccccn1	?	.
O=C(COc1ccccc1Cl)NC(=O)NC1CCCCC1	?	.
CC1CCCCN1CCCNC(=O)CN1C(=O)c2cccnc2Oc2ccc(Cl)cc21 (stereo not drawn)	29.4%	.
CC(Oc1ccc2c3c(c(=O)oc2c1)CCCC3)C(=O)NCC(O)c1ccccc1 (stereo not drawn)	?	.

Screens: PubChem BioAssay, National Center for Advancing Translational Sciences (NCATS)

These rows are one share of the data, so the mix of outcomes need not match the whole.
